HEK293 cAMP cs: parental HEK293 cAMP activation (counter-screen); parental HEK293 CNG cAMP sensor, membrane potential fluorescence; Potency, µM (top dose mostly 57.1 µM), without a hit: top-dose activation, actives largely listed as activators; hit rate 2.5% among 73,000; also: potency is read from the fitted curve at half-maximal effect; % of control where 0% means no effect; nearly all actives have a fitted effect of over 55% in size
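Counterscreen for endogenous-receptor signalling: CNG-channel HEK 293 cells report cAMP rise by membrane depolarization. After 60 min dye equilibration with 100 uM RO 20-1724, compounds incubated 30 min before bottom-read fluorescence at 590 nm.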
Caspase-1 inhib: caspase-1 (human) inhibition, allosteric or competitive. P29466. Caspase-1 enzyme, Ac-WEHD-AFC fluorogenic rate. Potency, µM (doses to about 57.5 µM), for the others: top-dose activity change, negative = inhibition, usual class: inhibitors. hit rate 0.03% among 75,000. AID 900;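 also: potency is read from the fitted curve at half-maximal effect; plate controls were vehicle for no effect and no substrate for full effect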
Target sequence (P29466 120-297 limits assumed): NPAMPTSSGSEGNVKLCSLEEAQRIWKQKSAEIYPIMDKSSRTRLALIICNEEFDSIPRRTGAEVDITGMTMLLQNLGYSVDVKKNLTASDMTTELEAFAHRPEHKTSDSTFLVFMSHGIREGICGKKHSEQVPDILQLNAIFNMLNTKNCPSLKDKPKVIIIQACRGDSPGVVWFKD
Target sequence (P29466 317-404 limits assumed): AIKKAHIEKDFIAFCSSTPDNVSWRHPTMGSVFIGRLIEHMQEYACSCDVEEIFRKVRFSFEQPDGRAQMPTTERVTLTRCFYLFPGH
A350 autofl: compound fluoresces in the Alexa 350 spectral region | Compound autofluorescence, 340/450 nm, Alexa 350 dye-equivalents; stronger effect = higher value | max dye-equivalent concentration, M | hit rate 11% among 59,000 | AID 590; in the data active = max dye-equivalent concentration above about 10 nM; inconclusive = mostly about 1.1 nM to 9.6 nM
BRCT PPI green: BRCA1 BRCT-phosphoprotein interaction inhibition; BRCA1 BRCT-phosphopeptide binding, green fluorescence polarization; Potency, µM (doses to about 76.9 µM), without a hit: top-dose activity change, negative = inhibition, usual class: inhibitors; P38398; hit rate 0.05% among 75,000; AID 875;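 also: potency is read from the fitted curve at half-maximal effect; plate controls were peptide without protein for full effect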
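Fluorescence polarization: His-tagged BRCT (~35 kDa BRCA1 C-terminus, 250 nM) bound to 100 nM fluorescein-labeled phosphorylated 10-aa BACH1 peptide, pH 7.3 phosphate buffer with DTT and Tween 20. Compounds incubated 12 min at room temperature; inhibition read as lowered polarization.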
Caspase-7 inhib: allosteric or competitive inhibitors of human caspase-7; Potency, µM (doses to about 57.5 µM), for the others: top-dose activity change, negative = inhibition, actives largely listed as inhibitors; P55210; recombinant caspase-7, Ac-DEVD-AFC fluorescence rate; hit rate 0.02% among 75,000; active = well fitted inhibition curve with a large enough effect in the main read-out, with a control signal flat, not every such curve was filed as active; inconclusive = small, poorly fitted or top-dose-only effect, or a change in a side signal; also: potency is read from the fitted curve at half-maximal effect; % of control where 0% means no effect
BRCT inh red: disrupts BRCA1 BRCT binding to phosphoprotein, red fluorophore readout; P38398; BRCT-phosphopeptide binding, red fluorescence polarization; Potency, µM (highest dose often 76.9 µM), for inactives: top-dose activity change, negative = inhibition, usual class: inhibitors; hit rate 0.03% among 75,000; AID 892; also: % is scaled to controls: 0 for no effect and ±100 for the full control effect
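Fluorescence polarization: 100 nM His-tagged BRCA1 BRCT with 100 nM TAMRA-labelled phospho-BACH1 decapeptide, phosphate buffer pH 7.3 with 150 mM NaCl, DTT, 0.01% Tween 20; 12 min RT. Binding inhibition seen as FP decrease.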
ERK AVP inh: blocks ERK signaling stimulated by vasopressin | hit rate 0.99% among 72,000 | HEK293-V1b, vasopressin-stimulated pERK AlphaScreen | Potency, µM (series often up to 57.5 µM), inactives show at the highest dose activity, negative = inhibition, actives largely listed as inhibitors; also: potency is read from the fitted curve at half-maximal effect; % is scaled to controls: 0 for no effect and ±100 for the full control effect; nearly all actives have a fitted effect of over 55% in size
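qHTS, compounds titrated on V1b-expressing HEK293 cells. Preincubation 30 min at 37C, vasopressin 25 nM for 5 min, lysis 10 min, bead incubation 5 hr at room temperature.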
USP2a inhib: blocks human ubiquitin-specific protease USP2a | O75604 | USP2a enzymatic assay, qHTS inhibition | Potency, µM (titrated, usually from 38.3 µM), for the others: top-dose activity change, negative = inhibition, most hits filed as inhibitors | hit rate 0.1% among 60,000 | AID 927;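 also: potency is read from the fitted curve at half-maximal effect; nearly all actives have a fitted effect of over 60% in size; plate controls were DMSO for no effect and NEM full inhibition control for full effect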
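Inhibition is measured in a cell-free coupled assay with 20 nM USP2 core, 20 nM Ub-PLA2 and 20 uM NBD C6-HPC, 2.5 h incubation. Activity normalized to NEM control.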
Luciferase inh: firefly luciferase inhibition | P08659 | purified firefly luciferase, luminescence, 8 min | Potency, µM (doses to about 57.1 µM), without a hit: at the highest dose activity change, negative = inhibition, actives largely listed as inhibitors | hit rate 2.2% among 72,000 | AID 411; also: potency is read from the fitted curve at half-maximal effect; % is scaled to controls: 0 for no effect and ±100 for the full control effect; nearly all actives have a fitted effect of over 40% in size
Target sequence (P08659 whole entry, looked up): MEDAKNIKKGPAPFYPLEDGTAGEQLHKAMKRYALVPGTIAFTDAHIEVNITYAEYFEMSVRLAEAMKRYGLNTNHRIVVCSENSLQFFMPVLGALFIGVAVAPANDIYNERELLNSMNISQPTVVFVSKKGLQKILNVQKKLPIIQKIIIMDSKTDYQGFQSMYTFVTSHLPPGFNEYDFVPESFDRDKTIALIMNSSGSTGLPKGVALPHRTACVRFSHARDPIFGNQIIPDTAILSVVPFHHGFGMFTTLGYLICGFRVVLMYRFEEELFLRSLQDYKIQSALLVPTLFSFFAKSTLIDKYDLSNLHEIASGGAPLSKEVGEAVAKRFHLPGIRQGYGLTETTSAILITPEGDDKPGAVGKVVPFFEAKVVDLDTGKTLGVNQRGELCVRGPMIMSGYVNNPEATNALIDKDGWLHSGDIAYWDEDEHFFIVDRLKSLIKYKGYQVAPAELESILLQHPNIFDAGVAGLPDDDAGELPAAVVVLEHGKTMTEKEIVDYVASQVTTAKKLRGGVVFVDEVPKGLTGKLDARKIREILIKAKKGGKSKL
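Luminescence read-out after 8 min at room temperature; enzyme reaction used luciferin plus 10 uM ATP (linear range) in imidazole buffer pH 7.2 with KCl, MgCl2, Tween 20 and BSA. Each sample was run as a titration.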
CRE-bla Fsk: modulators of forskolin-stimulated CRE signaling in CHO cells | Potency, µM (highest dose often 38.2 µM), inactives show top-dose activity change, negative = inhibition, most hits filed as activators | CHO CRE-bla reporter (cAMP response element driving beta-lactamase), forskolin EC10, beta-lactamase ratio | hit rate 2.5% among 71,000; active = well fitted activation curve with a large enough effect in the signal ratio, with a control signal flat, not every such curve was filed as active; inconclusive = small, poorly fitted or top-dose-only effect, or effect the other way, or a change in a side signal; the % refers to the signal ratio; also: potency is read from the fitted curve at half-maximal effect; % of control where 0% means no effect
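Modulation of forskolin signalling: compounds in titration series added with EC10 NKH 477 to CHO cells carrying a CRE-driven beta-lactamase reporter, 3 h, 37C. CCF4 FRET ratio (460/530 nm, ex 405 nm) gives %activity and AC50.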
Tau filament bind: binds recombinant human tau filaments | recombinant tau filaments, thioflavin S fluorescence, 15 h; filaments grown with octadecylsulfate alongside compound | Potency, µM (titrated, usually from 57.1 µM), for the others: top-dose activity change, negative = inhibition | hit rate 2% among 71,000 | AID 596;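 also: potency is read from the fitted curve at half-maximal effect; % is scaled to controls: 0 for no effect and ±100 for the full control effect; actives lower thioflavin S fluorescence by blocking filaments or displacing dye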
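Quantitative HTS: thioflavine S signal from ODS-induced tau filaments, excited at 450 nm, emission 510 nm. Conditions: 1 uM tau, 30 uM ODS, 15 h at 37 C, pH 7.4.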
The depositor's hits bear a star; i = inactive; ? = inconclusive; . = no result given; [ ] = remark or other dose. Unless noted, calls follow the shape of the dose curve; as a rule, active = well fitted curve in the direction sought with a large enough effect; inconclusive = small, poorly fitted or top-dose-only effect, or another doubt; inactive = no such curve, though single readings can be large; an effect the other way counts as inactive or inconclusive.

canonical_smiles	Caspase-1 inhib	CRE-bla Fsk	BRCT inh red	Caspase-7 inhib	USP2a inhib	BRCT PPI green	HEK293 cAMP cs	Tau filament bind	ERK AVP inh	Luciferase inh	A350 autofl
CCn1c(SCC(=O)NC(C)(C)C)nc(O)cc1=O	-12%	-2%	1.1%	-7%	14%	-5.5%	5%	8%	0%	-2%	1.9e-08M*
O=C(CN1C(=O)c2ccccc2S1(=O)=O)N1CCN(Cc2ccc3c(c2)OCO3)CC1	3%	-5%	1.6%	-3%	21%	-0.5%	5%	-6%	15%	1%	i
CCOC(OCC)P(=O)(O)CCCNCc1ccc(Cl)c(Cl)c1	-13%	-5%	-2.3%	0%	.	-2.5%	0%	?	21%	3%	.
OCCN(Cc1ccccc1)Cc1ccccc1Cl	-1%	4%	-0.5%	-1%	5%	-4.8%	8%	-26%	-9%	4%	i
Cc1noc(C)c1C(=O)N1CCC[C@@]2(CCN(Cc3ccc(C#N)cc3)C2)C1	-2%	-5%	-1.9%	0%	12%	-1.6%	?	4%	-2%	1%[11.4 µM]	i
COc1ccc(NC(=O)C2CCN(C(=O)c3ccccc3)CC2)cc1OC	-2%	.	-0.5%	-1%	.	0.8%	10%	.	.	.	.
CCNc1nc(N)nc(Oc2ccc(OCC)nn2)n1	0%	7%	-0.3%	1%	2%	-0.2%	0%	3%	-4%	-1%	i
CCCOC(=O)C1=C(C)NC2=C(C(=O)CCC2)C1c1cccs1 (stereo unspecified)	-9%	2%	-2.3%	-6%	6%	-0.6%	25%	-8%	26%	4%	7.2e-08M*
O=C(CCS(=O)(=O)c1cc(Br)cc2c1N(C(=O)C1CC1)CC2)NCC1CCCO1 (stereo unspecified)	1%	13%	-5.0%	2%	13%	4.2%	19%	-5%	8%	0%	i
Cc1ccc(-n2ncc3c(NCc4ccccc4)ncnc32)cc1	1%	3%	-1.3%	-1%	8%	-1.7%	30%	18%	-5%	-9%	3.2e-08M*
O=C(CSc1nc(-c2ccc(F)cc2)cs1)N1CCOCC1	0%	-5%	0.8%	-1%	7%	-0.3%	-1%	4%	-7%	-13%	?
O=C(Nc1ccc(N2CCN(C(=O)c3ccccc3)CC2)cc1)c1cc2ccccc2o1	-2%	?	-2.4%	0%	35%[activator]	-2.0%	-18%	381%	1µM*	3%	i
O=C(NCc1ccc2c(c1)OCO2)c1nn(-c2ccccc2)c(=O)c2ccccc12	-3%	?	-0.2%	-1%	17%	1.0%	25µM*	18%	6%	-1%	1.6e-08M*
O=C(Nc1ccccc1)C1CC(=O)N(C2CCCCC2)C1 (stereo unspecified)	-1%	-4%	0.2%	1%	8%	-0.3%	-4%	11%	-8%	0%	.
CS(=O)(=O)N1CCC2(CC1)CN(c1ncccn1)C2	-2%	-11%	0.2%	0%	127%[activator]	-2.1%	-3%	0%	-7%	2%[11.4 µM]	i
COC(=O)[C@@H]1C(O)[C@@H](C(=O)OC)[C@H](C)N(C)[C@@H]1C (stereo partly specified)	0%[11.5 µM]	7%[7.6 µM]	1.5%[15.4 µM]	1%[11.5 µM]	.	-0.8%[15.4 µM]	-2%[11.4 µM]	9%[11.4 µM]	-6%[11.5 µM]	1%[11.4 µM]	i
OC[C@@H]1O[C@@H](N2CCN([C@@H]3O[C@@H](CO)[C@@H](O)[C@H](O)[C@H]3O)CC2)[C@@H](O)[C@H](O)[C@H]1O	-4%[11.5 µM]	3%[7.6 µM]	-0.8%[15.4 µM]	-4%[11.5 µM]	.	-0.1%[15.4 µM]	-4%[11.4 µM]	1%[11.4 µM]	4%[11.5 µM]	2%[11.4 µM]	i
O=C(CS(=O)(=O)Cc1ccccc1)Nc1nc2c(s1)CCCC2	1%	0%	0.3%	0%	-3%	-3.8%	7%	-1%	7%	0%	i
NC(=O)c1nsnc1-c1ccccc1O	1%	-3%	0.5%	-3%	-1%	-3.1%	1%	0%	22%	4%	i
CCCCCCP(=O)(O)c1ccccc1	-2%	-2%	0.8%	2%	0%	-2.3%	16%	-4%	-3%	4%	.
CC(C)OC(=O)c1cccnc1SCc1cc(=O)n2ccccc2n1	-1%	?	-0.1%	0%	3%	0.2%	16%	4%	-16%	1%	?
CC1=C(C(=O)OC(C)C)C(c2ccccc2Cl)CC(=O)N1 (stereo unspecified)	0%	-5%	-0.2%	1%	-1%	0.2%	0%	-8%	-3%	0%	i
Cc1cc(NC(=O)C2CCN(S(=O)(=O)c3cnc[nH]3)CC2)ccc1Br	-2%	?	0.7%	0%	16%	-4.2%	4%	20%	48%	-4%	i
COc1ccc(OC)c(S(=O)(=O)N2Cc3ccccc3CC2C(=O)O)c1 (stereo unspecified)	4%	0%	0.1%	9%	9%	-12%	-3%	-10%	-2%	0%	i
Cc1noc(C)c1CSc1nnc(-c2cccnc2)n1C1CCCCC1C (stereo unspecified)	0%	-2%	-1.0%	0%	8%	-3.4%	7%	4%	-22%	2%	i

canonical_smiles	Caspase-1 inhib	CRE-bla Fsk	BRCT inh red	Caspase-7 inhib	USP2a inhib	BRCT PPI green	HEK293 cAMP cs	Tau filament bind	ERK AVP inh	Luciferase inh	A350 autofl
O=c1cc(N2CCOCC2)[nH]c(=O)n1-c1ccc(Cl)cc1	-3%	-12%	0.2%	1%	.	-2.1%	?	-1%	.	0%	.
CCCCn1c(CN2CCN(c3cccc(Cl)c3)CC2)nc2c1c(=O)n(C)c(=O)n2C	-4%	?	-0.8%	-6%	39%[activator]	1.4%	?	97%	?	5%	i
O=c1cc(-c2ccc(O)cc2O)oc2ccccc12	-12%	9%	-0.5%	-5%	.	-1.8%	-13%	?	-23%	-5%[11.4 µM]	?
CCNC(=O)N1CCNC(=O)C1CC(=O)OC (stereo unspecified)	1%	?	-0.4%	1%	-2%	-0.4%	3%	9%	10%	1%	i
Cc1ccc(C)c(OCc2nc(-c3cccnc3)no2)c1	-4%	.	-0.6%	-1%	.	-1.8%	23%	.	.	.	.
O=C1[C@H]2[C@H]3[C@H](O)[C@H](O)C/C(=N/OCc4ccccc4)[C@H]3CC[C@@H]2C(=O)N1c1cccc(Oc2ccccc2)c1	-3%[11.5 µM]	.	0.3%[15.4 µM]	-1%[11.5 µM]	.	-1.0%[15.4 µM]	-6%[11.4 µM]	.	13%[11.5 µM]	2%[11.4 µM]	.
CCOc1ccc(NC(=O)CSc2nnc(-c3ccccc3)n2N)cc1	-1%	-9%	-0.4%	2%	1%	-0.6%	-10%	42%	-24%	-1%	i
NC(=O)c1ccccc1NC(=O)CCCN1C(=O)CCC1=O	-1%	2%	0.5%	0%	-5%	-1.4%	0%	-6%	-8%	0%	?
COc1ccccc1C(=O)N1CCCN(C(=O)c2ccccc2OC)CC1	1%	-8%	0.9%	0%	4%	-0.6%	6%	17%	-3%	0%	i
CCN(CC)C(=O)Cn1c(=O)n(Cc2ccccc2Cl)c2c1c(=O)n(C)c(=O)n2C	0%	4%	0.1%	1%	21%	2.2%	3%	-2%	-7%	0%	i
Cc1cc(Nc2ccccc2)n(-c2ccccc2)n1	-1%	7%	1.3%	0%	-8%	-2.0%	1%	-9%	?	1%	i
Cc1c(CNC(=O)c2nn3c(c2Cl)NC(c2ccccc2)CC3C(F)(F)F)cnn1C (stereo unspecified)	1%	4%	0.0%	0%	15%	-1.7%	14%	-6%	7%	-34%	i
COc1cccc(OC)c1C(=O)Nc1cc(Cl)ccc1N1CCOCC1	0%	?	0.1%	1%	17%	0.8%	6%	17%	?	0%	i
Cc1cc(C)n2nc(CC(=O)NC3CCCCCCC3)nc2n1	0%	6%	0.3%	-1%	-3%	-1.7%	3%	9%	10%	1%	?
CCOc1cc(-c2noc(CCC(=O)Nc3cccnc3)n2)ccc1OC	?	?	-1.5%	1%	12%	-2.4%	5%	0%	?	-3%	i
COC(=O)c1ccccc1NC(=O)CSc1nnnn1C1CCCCC1	-6%	2%	0.1%	0%	-4%	-1.6%	27%	-6%	-20%	-16%	i
CCn1cc(-c2cc(C(F)(F)F)n3nc(C(=O)O)cc3n2)c(C)n1	?	-12%	-5.6%	-20%	0%	-4.0%	2%	-23%	22%	3%	6.3e-08M*
Cc1cc(C)c(S(=O)(=O)Nc2ccccc2C(F)(F)F)c(C)c1	-4%	7%	-1.6%	-1%	.	-1.3%	40µM*	i	-29%	3%	.
CCOC(=O)c1cccnc1SC(CC)C(=O)N1CCOCC1 (stereo unspecified)	0%	15%	0.0%	-6%	66%[activator]	-1.6%	-1%	2%	-2%	2%	?
CN1CCN(C(CNS(=O)(=O)c2ccc(Cl)cc2)c2cccnc2)CC1 (stereo unspecified)	-4%	?	-1.2%	-1%	4%	-2.0%	6%	-9%	18%	2%	i
CC(NC(=O)CN1CCC(C(N)=O)CC1)c1ccccc1 (stereo unspecified)	0%	9%	0.6%	7%	-8%	-1.0%	3%	4%	19%	-1%	?

Compound activity from PubChem BioAssay.
